Screening results: PubChem, National Center for Advancing Translational Sciences (NCATS)
p53null 32C tox – qHTS Screen for Compounds that Selectively Target Cancer Cells with p53 Mutations: Cytotoxicity of p53 Null Cells at the Permissive Temperature; H1299-neo p53 null cells, ATP luminescence, 24 h, 32C; 55,000 tested, 0.62% active; Potency, µM (doses to about 46.1 µM), for the others: top-dose activity change, negative = cytotoxicity, usual class: cytotoxic; AID 903, 2007;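 note: 0% = DMSO only and -100% = full killing by 100 µM tamoxifen; nearly all actives have a fitted effect of over 55% in size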
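Cytotoxicity: H1299-neo (no p53), 32C, 24 h treatment. Concentrations up to 46 uM. Readout cellular ATP, luminescence. Normalization to DMSO basal and tamoxifen 100 uM maximal kill.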
p53null 39C tox – qHTS Screen for Compounds that Selectively Target Cancer Cells with p53 Mutations: Cytotoxicity of p53 Null Cells at the Nonpermissive Temperature. H1299 p53-null (neo) cells, 39C, ATPlite viability, 24 h. Potency, µM (titrated, usually from 46.1 µM), for inactives: top-dose activity, negative = cell killing, hits mostly cytotoxic. 55,000 tested, 0.97% active;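 note: 0% = DMSO only and -100% = full killing by 100 µM tamoxifen; nearly all actives have a fitted effect of over 50% in size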
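Concentration-response (up to 46 uM) was run for 24 h at the nonpermissive 39C on H1299-p53A138V or H1299-neo cells. ATP content was measured with ATPlite luminescence. AC50 values were Hill-modeled after normalizing between DMSO and 100 uM tamoxifen killing.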
Starred values were filed as active, the others as inactive; ? = inconclusive; [ ] = another dose, or the depositor's remark. Calls come from the whole dose curve; as a rule, active = well fitted cell-killing curve with a large enough effect; inconclusive = small, poorly fitted or top-dose-only effect; inactive = no such curve, though single readings can be large or run the other way. Potency is the fitted concentration of half-maximal effect. Not all compounds are listed; the hit share may differ from the screen's.

Every second line gives: p53null 32C tox, p53null 39C tox
- Cn1c(=O)[nH]c(=O)c2c1nc(CN1CCN(c3ccc(F)cc3)CC1)n2CCc1ccccc1
  -1%, 20%
- CCSc1nc(N)c2c(C)c(C)sc2n1
  -1%, -11%
- Cc1ccc(OC(=S)Nc2ccccc2)c(C)c1
  -4%, -4%
- COC(=O)C1=C(C)NC2=C(C(=O)CC(C)(C)C2)C1c1ccccn1 (stereo not given)
  6%, 5%
- O=C(COC(=O)c1cn(-c2ccccc2)nc1-c1ccc(F)cc1)Nc1ncc(Cl)cc1Cl
  -7%, -3%
- CCCC(c1nnnn1CCc1ccccc1)N1CCC(C(N)=O)CC1 (stereo not given)
  4%, 16%
- Cc1ccc2ncnc(NCCC(=O)O)c2c1
  5%, 17%
- CC(C)(C)n1nnnc1C(c1ccc(C(F)(F)F)cc1)N(Cc1ccc(F)cc1)Cc1ccco1 (stereo not given)
  -2%, -6%
- CCOC(=O)C1=NN(c2cccc(Cl)c2)C2=NC(C)=C(C(=O)OC)C(c3cccs3)N12 (stereo not given)
  -12%, -5%
- COc1ccc(/C=N/NC(=O)c2[nH]nc3c2CCc2ccccc2-3)cc1OC
  20%, ?
- C/C(=N\NC(=O)c1nonc1N)c1cccs1
  -3%, -11%[1.84 µM]
- COc1cc(NC(=O)c2ccc(C)cc2)c(OC)cc1NC(=O)CN1CCCCC1
  1%, -3%
- CC1(C)Oc2ccc3ccc(=O)oc3c2/C(=C/NC2CCCCC2)C1=O
  -9%, 1%
- CCCN1C2=C(C(=O)CCC2)C(c2ccc(O)c(Br)c2)C2=C1CCCC2=O
  -2%, 8%
- CCOC(=O)c1[nH]c2ccc(OC)cc2c1NC(=S)N1CCN(c2ccccc2OC)CC1
  23%, 7%
- Cn1c(Cn2c(=O)sc3ccccc32)nnc1SCc1ccc(F)cc1
  -2%, 4%
- Cc1cc(C)n(-c2nc(N(c3ccccc3)c3ccccc3)nc(-n3nc(C)cc3C)n2)n1
  -6%, -10%
- Cc1cccc(OCCn2c(=O)sc3ccccc32)c1
  -14%, 12%
- Cc1ccc(NCc2nnc(SCC(N)=O)n2CC2CCCO2)c(C)c1 (stereo not given)
  8%, 0%
- CCOc1ccccc1Cn1c(=O)oc2ccc(C)cc21
  -3%, -5%
- CCC(C)(C)NC(=O)C(C)OC(=O)c1nsc(Cl)c1Cl (stereo not given)
  -6%, 22%
- COc1ccc(Cl)cc1NC(=O)CN1C(=O)CCS(=O)(=O)c2ccccc21
  -3%, 6%
- C/C(Cn1cnc([N+](=O)[O-])n1)=N\NC(=O)c1ccc(F)cc1
  -16%, -16%
- Cc1ccc(Cn2nnnc2CN2CCC(NC(=O)c3ccc(Br)cc3)CC2)cc1
  2%, 2%
- CCOc1ccc(N2C(=O)CC(n3ccc(C)n3)C2=O)cc1 (stereo not given)
  11%, 11%
- O=c1[nH]cnc2scc(-c3cccs3)c12
  3%, 2%
- CC(C)Cn1c(CN2CCN(c3ccccc3F)CC2)nc2c1c(=O)[nH]c(=O)n2C
  -5%, -4%
- COc1ccccc1-c1ccc(NC2CCCCC2)nn1
  -16%, -7%
- O=C(c1cccc(N2CCCC2=O)c1)N1CCN(c2ccccc2)CC1
  -9%, -13%
- Cc1ccc(C(=O)NC(c2ccccc2)C(Cl)Cl)cc1 (stereo not given)
  -18%, 4%
- Nc1cc(-c2nc3ncccc3o2)ccc1Cl
  -28%, 8%
- Cn1c(=O)c2c(nc(CN3CCc4ccccc4C3)n2Cc2ccccc2)n(C)c1=O
  -5%, 4%
- CCOC(=O)C1(CC)NC(c2cccc(F)c2)C2C(=O)N(CC)C(=O)C21 (stereo not given)
  -4%, -6%
- COC(=O)C1=C(C)NC(C)=C(C(=O)OC)C1C1CC=CCC1 (stereo not given)
  4%, -6%
- COC(=O)c1sccc1NC(=O)c1cc(OC)cc(OC)c1
  -2%, -21%
- Cc1cccc(N2CCN(C(c3ccc(N(C)C)cc3)c3nnnn3C(C)(C)C)CC2)c1C (stereo not given)
  1%, 17%
- COc1cccc(CNc2cnc3ccccc3c2)c1O
  -8%, -12%
- Cc1cc(C)n(C(=O)c2ccc(Cn3nc(C)c(Br)c3C)o2)n1
  -3%, -7%
- CCc1nnc(NC(=O)C2CCN(S(=O)(=O)Cc3ccccc3)CC2)s1
  1%, 17%
- COc1ccc(-n2c(C)cc(C(=O)COC(=O)c3cc(NC(=O)c4cccs4)c(OC)c(OC)c3)c2C)cc1
  -1%, 6%
- CCOC(=O)N1CCC(NC(=O)Cn2cc3c(n2)CCC(C)C3)CC1 (stereo not given)
  -9%, 22%
- COC(=O)c1ccccc1NC(=O)c1ccccc1SC
  -8%, -3%
- O=C(CCCCCCN1C(=O)c2ccccc2C1=O)NC1CCCCC1
  -2%, 13%
- Cc1nn(C(=O)C2CC2)c(C)c1Sc1ccc(Cl)cc1
  8%, 13%
- COc1ccc(NC(=O)C2CC(=O)OC23CCCCC3)cc1 (stereo not given)
  -8%, 12%
- CCOc1ccc(NC(=O)Nc2cc(C)ccc2OC)cc1
  -27%, -8%
- COc1ccc(NC(=O)C2CCCCN2N)cc1OC (stereo not given)
  7%, 17%
- CCN1CCN(C(=O)CCc2ccc(S(=O)(=O)NCCc3ccccc3)cc2)CC1
  6%, -5%
- CN1CCN(C=NC2=NN(c3cccc(C(F)(F)F)c3)CC2)CC1
  5%, 20%
- O=C(CSc1ncccn1)N1CCN(Cc2ccccc2)CC1
  -3%, 1%
- N=c1n(CC(=O)c2ccc([N+](=O)[O-])cc2)c2ccccc2n1Cc1ccccc1
  -6%, 15%[1.84 µM]
- Cc1nnc(NC(=O)C2CCCO2)s1 (stereo not given)
  14%, 23%
- COc1ccc(CN(CC(=O)NC2CCCC2)C(=O)CCC(=O)Nc2cc(C)on2)cc1
  5%, -4%
- Cc1ccccc1Nc1nc(N)nc(COC(=O)CC2CC3CCC2C3)n1 (stereo not given)
  -30%, -8%
- CCOC(=O)CC(=O)CSc1ncc(C(=O)OCC)c(N)n1
  4%, 5%
- COc1ccc(CCNC(=O)Cn2nnc(-c3ccc(N(C)C)cc3)n2)cc1OC
  -1%, 14%
- Cc1ccc(Oc2cc(-n3nc(C)cc3C)ncn2)cc1
  -3%, -3%
- NC(=O)C1CCN(CC(=O)Nc2cccc(C(=O)Nc3cccc(C(F)(F)F)c3)c2)CC1
  -12%, 7%
- CCOC(=O)CSc1nc2ccccc2c(=O)n1CC1CCCC1
  -4%, -7%
- CC1=NN(/C(=N\c2nnc(C)s2)Nc2ccc(C)cc2)[C@H](c2ccc(C)cc2)S1
  -10%, 3%

Arranged by SMILES length (falling): some entries from above.
Every second line gives: p53null 32C tox, p53null 39C tox
- COc1ccc(-n2c(C)cc(C(=O)COC(=O)c3cc(NC(=O)c4cccs4)c(OC)c(OC)c3)c2C)cc1
  -1%, 6%
- COc1ccc(CN(CC(=O)NC2CCCC2)C(=O)CCC(=O)Nc2cc(C)on2)cc1
  5%, -4%
- CN1CCN(C=NC2=NN(c3cccc(C(F)(F)F)c3)CC2)CC1
  5%, 20%
- O=C(CSc1ncccn1)N1CCN(Cc2ccccc2)CC1
  -3%, 1%

Next part
Every second line gives: p53null 32C tox, p53null 39C tox
- CC(=O)Nc1cc(-c2ccc(Cl)cc2)nn1-c1ccccc1
  -5%, -12%
- Cn1c(-c2ccccc2)cnc1SCC(=O)N1CCCCC1
  -24%, ?
- CCCC(=O)Nc1ccc(Oc2ccc(NC(=O)CCC)cc2)cc1
  -3%, -5%
- O=C(Nc1ccc(F)cc1)c1nsc(Cl)c1Cl
  -30%, -25%
- COC(=O)c1ccc(NC(=O)CSc2nnnn2C2CCCCC2)cc1
  3%, -4%
- Cn1c(NN)nc2sc3c(c2c1=O)CC(C)(C)OC3
  -3%, 5%
- Cc1cc2ncn(C(=O)N3CCC(C)CC3)c2cc1C
  4%, -12%
- Cc1c(/C=N/NC(=O)CNc2ccccc2)c2ccccn2c1C(=O)c1ccncc1
  -10%, -10%[1.84 µM]
- CC(CCc1ccccc1)NC(=O)C1CCCN(c2nnc(-n3cccc3)s2)C1 (stereo not given)
  3%, -1%
- COc1ccc(C=NCCC2(O)CC(C)N(C)CC2C)cc1 (stereo not given)
  -5%, 13%
- CCOc1ccc(NC2C=CS(=O)(=O)C2)cc1 (stereo not given)
  -11%, -1%
- Cc1ccccc1-c1nc(CS(=O)(=O)CC(=O)N2CCc3ccccc32)c(C)o1
  3%, 24%
- COc1cccc(NC2C=CS(=O)(=O)C2)c1 (stereo not given)
  -7%, 35%
- CCCCOc1ccc(NC(=O)Cn2c(=O)ccc3c(C)cc(C)nc32)cc1
  -4%, 6%
- O=C(O)CCCNS(=O)(=O)c1ccccc1
  -1%, -6%
- CCC(C)OC(=O)C1=C(C)O[C@]23OC(N)=C(C#N)[C@]12C(=O)c1ccccc13 (stereo not given in full)
  -16%, -10%
- CCOC(=O)N1N=C(CC)CC1(O)C(F)(F)F (stereo not given)
  18%, 14%
- Cc1cc(C(=O)NC2=NCCS2)cs1
  ?, ?
- CCn1c(=O)c(C(=O)CN2CCc3ccccc32)c(N)n(Cc2ccccc2)c1=O
  1%, 22%[1.84 µM]
- O=C(Nc1ncc(Cc2ccccc2Cl)s1)C1=NCCN1
  -20%, 4%[1.84 µM]
- Cc1nc2sc(C(c3ccco3)N3CCOCC3)c(O)n2n1 (stereo not given)
  2%, 2%
- COC(=O)C(O)(CC(=O)Nc1cc(OC)c(OC)c(OC)c1)C(F)(F)F (stereo not given)
  -7%, -12%
- CCOC(=O)C(O)(CC(=O)Nc1ccc(Cl)cc1Cl)C(F)(F)F (stereo not given)
  9%, 8%
- CCCCOC(=O)c1ccc(NC(=O)c2nn(C)cc2Br)cc1
  -16%, -30%
- COC(=O)c1ccc(/C=N/Nc2nc(-c3ccc(C)cc3)cs2)cc1
  13%, 2%
- Cc1ccc(S(=O)(=O)N2c3ccccc3OCC2C(C)(C)C)cc1 (stereo not given)
  6%, 5%
- CCN(CC)C(=O)C1CC(=O)OC12CCCCC2 (stereo not given)
  -1%, 0%
- COc1ccc2nc(-c3cccc(N)c3)[nH]c2c1
  10µM*, 8.9µM*
- COc1cccc(NC(=O)Cn2cc(C#N)c3ccccc32)c1
  -2%, -3%
- O=C1CC(Nc2ccc(N3CCOCC3)cc2)C(=O)N1c1ccccc1F (stereo not given)
  -3%, -6%

Next section, starting with the last two of the part before.
Every second line gives: p53null 32C tox, p53null 39C tox
- COc1cccc(NC(=O)Cn2cc(C#N)c3ccccc32)c1
  -2%, -3%
- O=C1CC(Nc2ccc(N3CCOCC3)cc2)C(=O)N1c1ccccc1F (stereo not given)
  -3%, -6%
- CN1CCN(C2=Cc3cc(Cl)ccc3Sc3cc(F)ccc32)CC1
  -12%, ?
- CNC(=O)CSc1nnc(-c2ccco2)n1-c1ccc(C)cc1
  3%, 15%
- CCOC(=O)CNC(=O)c1cccs1
  1%, -5%
- O=C(c1cccs1)N1CCC(Cc2ccccc2)CC1
  2%, -9%
- CC1CCN(c2nc(-c3cccnc3)nc3scc(-c4ccccc4)c23)CC1
  -3%, -5%[1.84 µM]
- C=CCn1c(N)cc(=O)nc1SCC(=O)Nc1ccc2ccccc2c1
  -9%, -21%
- CC(C)CC(=O)Nc1ccc(Oc2ccc(NC(=O)CC(C)C)cc2)cc1
  6%, -21%
- Cn1c(SCC(=O)Nc2ccccc2)nnc1-c1ccc(NC(=O)CCc2ccccc2)cc1
  -3%, 11%
- CC(=O)C1=C(O)C(=O)N(Cc2cccnc2)C1c1ccc(C)cc1 (stereo not given)
  4%, 7%
- CCN(CC)CC(O)COc1ccc2c(c1)c(C(C)=O)c(C)n2-c1ccccc1 (stereo not given)
  5%, 8%
- Cc1cccc(NC(=O)c2cc(NC(=O)C3CCCCC3C(=O)O)ccc2N2CCCCC2)c1 (stereo not given)
  -4%, 7%
- O=C(OCc1cc2ccccc2[nH]c1=O)c1ccncc1
  4%, -5%
- CCCOC(=O)/C(=C\c1ccc([N+](=O)[O-])o1)NC(=O)c1ccccc1
  -1%, -9%
- O=c1cc(NCc2ccco2)[nH]c(=O)n1-c1ccc(Br)cc1
  2%, 8%
- O=C(O)c1ccc(N/N=C/c2ccc(F)c(F)c2)cc1
  -13%, 3%[1.84 µM]
- Cc1nccn1CC(O)COc1ccccc1 (stereo not given)
  0%, 22%
- CCOc1ccc(NC(=O)C2CCCN(C(=O)Nc3ccccc3)C2)cc1 (stereo not given)
  -12%, -14%
- CC(=O)c1cc2c(cc1NC(=O)C1CC1)OCO2
  3%, 5%
- c1ccc(C(c2nnnn2C2CCCC2)N2CCN(c3nc4ccccc4s3)CC2)cc1 (stereo not given)
  2%, 22%
- COC(=O)[C@H](C)NC(=O)/C=C/c1ccc(OC)cc1
  -13%, 14%
- c1cc2nnnn2nc1N1CCCCCC1
  2%, -12%
- Cc1cc(=O)c2n(Cc3ccccc3Cl)nc[n+]2[nH]1
  -1%, 1%
- CC(=O)N1c2ccccc2C(C)CC12CCCCC2 (stereo not given)
  0%, -7%
- NC1=NC2(CCCCC2)N(c2ccc(F)cc2)C(N)=N1
  4%, -2%
